NR5A2 inv ag – LRH-1 (NR5A2) inverse agonists, primary screen, cell-based, luminescence, HEK293T, StAR-luciferase reporter | Nuclear receptor subfamily 5 group A member 2 (Homo sapiens), O00482 | LRH-1 transfected, 24 h | inhibition, % at 3.6 µM | 360,000 compounds, 0.13% hits | AID 602396, 2012;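 active = inhibition above the mean inhibition of all tested compounds plus 3 SD, cut at about 73% in these data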;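 note: 0% = DMSO wells and 100% = reporter-only cells lacking LRH-1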
TROY signal inh – inhibitors of TROY-driven NF-kB signaling, primary screen, Q293 LMP1-TROYcd cells, NF-kB luciferase, uHTS | Q293 LMP1-TROYcd NF-kB luciferase reporter, 4 h | inhibition, % at 10 µM | 360,000 compounds, 0.98% hits | AID 1347056, 2019;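 active = compounds whose plate-normalised and pattern-corrected inhibition of the luciferase reporter signal at the single screening dose is 50% or more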
NOD2 RIPK2 PPI – NOD2-RIPK2 binding disruptors in cells, primary screen, fluorescence, CHO cells, BLA complementation; Receptor-interacting serine/threonine-protein kinase 2 (Homo sapiens), O43353; CCF4 ratio; inhibition, % at 4.98 µM; 360,000 compounds, 0.38% hits; in the data active = inhibition above about 21%;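 note: 0% = vehicle only and 100% = reference blocker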
NCOA3 inh – SRC3 coactivator transcriptional activity inhibitors, primary screen, cell-based, luminescence; inhibition, % at 3.6 µM; HEK293 GAL4-SRC3 luciferase reporter; AID 588352, 2011; 360,000 compounds, 0.17% hits;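 active = inhibition above a per-campaign cutoff, the mean of all compounds plus 3 SD, cut at about 60% in these data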;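 note: 0% = DMSO-treated cells and 100% = gossypol-treated cells at 36 µM; higher means less SRC3-driven luciferase light from the GAL4 reporter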
NCOA1 inh – SRC1 coactivator transcriptional activity inhibitors, primary screen, cell-based, luminescence | HEK293 GAL4-SRC1 luciferase reporter | inhibition, % at 3.6 µM | 360,000 compounds, 0.12% hits | Nuclear receptor coactivator 1 (Homo sapiens), Q15788;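 active = inhibition above the campaign mean plus 3 SD, with each screening campaign given its own cutoff, cut at about 60% in these data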;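 note: 0% = DMSO treated cells and 100% = gossypol at 36 µM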
Target sequence (Q15788 whole entry, looked up, the tested form may be a part): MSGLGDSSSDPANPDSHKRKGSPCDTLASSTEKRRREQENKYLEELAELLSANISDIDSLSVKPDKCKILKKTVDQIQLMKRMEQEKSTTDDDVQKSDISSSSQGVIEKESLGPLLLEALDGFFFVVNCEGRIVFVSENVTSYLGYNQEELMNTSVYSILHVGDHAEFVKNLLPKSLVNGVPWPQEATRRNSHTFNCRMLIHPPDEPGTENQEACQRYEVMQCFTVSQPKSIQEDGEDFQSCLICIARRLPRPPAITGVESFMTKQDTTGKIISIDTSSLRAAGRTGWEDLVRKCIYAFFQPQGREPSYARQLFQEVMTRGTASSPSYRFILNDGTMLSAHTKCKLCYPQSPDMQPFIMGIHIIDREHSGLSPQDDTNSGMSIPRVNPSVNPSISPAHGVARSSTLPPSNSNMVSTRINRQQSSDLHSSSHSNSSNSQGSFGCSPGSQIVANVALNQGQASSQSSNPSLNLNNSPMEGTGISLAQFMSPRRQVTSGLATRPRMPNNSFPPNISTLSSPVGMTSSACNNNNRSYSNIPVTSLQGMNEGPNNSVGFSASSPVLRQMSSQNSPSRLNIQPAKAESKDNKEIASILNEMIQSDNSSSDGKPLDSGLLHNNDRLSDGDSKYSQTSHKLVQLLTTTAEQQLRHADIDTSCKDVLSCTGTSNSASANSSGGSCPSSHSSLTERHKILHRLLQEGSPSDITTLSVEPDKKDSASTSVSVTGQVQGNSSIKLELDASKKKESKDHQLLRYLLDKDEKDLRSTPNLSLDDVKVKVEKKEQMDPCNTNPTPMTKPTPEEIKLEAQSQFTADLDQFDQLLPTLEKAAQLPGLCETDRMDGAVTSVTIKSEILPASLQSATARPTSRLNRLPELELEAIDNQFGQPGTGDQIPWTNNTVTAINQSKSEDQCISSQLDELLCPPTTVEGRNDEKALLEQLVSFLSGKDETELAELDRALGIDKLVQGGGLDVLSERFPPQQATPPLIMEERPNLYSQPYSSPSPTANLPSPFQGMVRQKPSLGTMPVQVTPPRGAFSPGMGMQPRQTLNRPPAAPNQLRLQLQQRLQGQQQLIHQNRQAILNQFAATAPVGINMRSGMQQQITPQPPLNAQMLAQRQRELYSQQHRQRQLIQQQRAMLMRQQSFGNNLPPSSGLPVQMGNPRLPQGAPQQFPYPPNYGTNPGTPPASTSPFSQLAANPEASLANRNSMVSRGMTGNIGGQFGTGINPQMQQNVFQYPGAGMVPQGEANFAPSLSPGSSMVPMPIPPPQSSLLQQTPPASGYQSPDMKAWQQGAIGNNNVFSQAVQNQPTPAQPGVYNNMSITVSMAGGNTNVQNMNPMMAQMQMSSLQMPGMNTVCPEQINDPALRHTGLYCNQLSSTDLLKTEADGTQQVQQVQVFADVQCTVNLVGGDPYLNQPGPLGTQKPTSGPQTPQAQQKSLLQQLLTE
TRAIL sens C8 – viability loss with TRAIL in NB7+C8 cells, primary screen, TRAIL sensitizer project, cell-based, ATPlite luminescence; inhibition (viability loss, TRAIL sensitization), % at 10 µM; 360,000 compounds, 1% hits;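 active = compounds causing at least 50% loss of cell viability in the single-dose screen, relative to plate controls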
TLR9-MyD88 inh – inhibitors of TLR9-MyD88 association in cells, primary screen, cell-based, CHO, BLA complementation, fluorescence; Toll-like receptor 9 (Homo sapiens) + Myeloid differentiation primary response protein …; CCF4 FRET ratio; inhibition, % at 4.98 µM; 340,000 compounds, 0.21% hits; AID 504734, 2011;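 active = inhibition above the mean over all tested compounds plus 3 SD, cut at about 21% in these data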;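 note: 0% = DMSO only wells and 100% = clavulanate BLA inhibitor control wells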
NR2F2 inh – NR2F2 transcriptional activity inhibitors, primary screen, cell-based, luciferase reporter, HEK293T, luminescence; 370,000 compounds, 0.7% hits; HEK293T NGFI-A luciferase reporter; inhibition, % at 8.6 µM;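 active = inhibition above a per-plate cutoff, mean inhibition of test wells between control levels plus 3 SD, cut at about 38% in these data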;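 note: cells cotransfected with COUP-TFII expression vector driving the NGFI-A reporter; 0% = median of COUP-TF2 test wells and 100% = reporter-only cells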
Vif imaging – HIV Vif self-association inhibitors, primary screen, imaging, HEK293T, single point; inhibition, % at 7.49 µM; HEK293T cells, Vif self-association by quenched fluorescence, 24 h; AID 602346, 2012; 340,000 compounds, 0.35% hits; in the data active = inhibition above about 50%, passing the limit was not always enough; note: some results filed as inactive read as strong as hits
EBV LMP1 NFkB – EBV LMP1-driven NF-kappaB luciferase reporter inhibitors, primary screen, cell-based, luminescence, single point | LMP1-induced NF-kappaB luciferase reporter cells | inhibition, % at 12.5 µM | 350,000 compounds, 0.69% hits; in the data active = inhibition above about 41%;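 note: 0% = neutral control wells and 100% = reference inhibitor control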
NCOA2 inhibitor – inhibition of GAL4-SRC2 driven luciferase reporter, primary screen, SRC2 inhibitor project, cell-based, luminescence | HEK293 GAL4-SRC2 luciferase reporter | inhibition, % at 9 µM | 370,000 compounds, 0.17% hits | AID 651957, 2012;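 active = inhibition above the mean inhibition of all tested compounds plus 3 SD, set per campaign, cut at about 52% in these data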;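 note: 0% = DMSO treated cells and 100% = cells given Gossypol at 36 µM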
* = called active by the depositor; x = not tested or not shown. These rows are one share of the data. The share of hits here may be higher or lower than overall.

Molecule | NR5A2 inv ag | TROY signal inh | NOD2 RIPK2 PPI | NCOA3 inh | NCOA1 inh | TRAIL sens C8 | TLR9-MyD88 inh | NR2F2 inh | Vif imaging | EBV LMP1 NFkB | NCOA2 inhibitor
CN(C)N(Cc1ccccc1)C(=O)C(O)(c1ccccc1)c1ccccc1 | 5 | 17 | -13 | 1 | 8 | 1 | 3 | 10 | -6 | 0 | 16
CC(C)(C)OC(=O)NCCc1nnc(SCc2ccc(Cl)cc2)o1 | 26 | 13 | -9 | 9 | 18 | 3 | -7 | -1 | -2 | 0 | -7
CC(C)(C)OC(=O)N[C@@H](COCc1ccccc1)C(=O)N[C@@H](CO)[C@H](O)[C@@H]1C[C@@H]1C(=O)NC1CCCCC1 | -44 | 4 | -11 | -24 | -6 | -6 | -5 | -8 | -8 | 5 | -8
COc1ccc(C(=O)CSc2nccc(=O)[nH]2)cc1 | 0 | 8 | -7 | 0 | 0 | -4 | -9 | 4 | -2 | 1 | 13
CC1CCN(Cc2nnc(-c3cccc(Br)c3)o2)CC1 | -6 | -47 | -3 | -15 | -26 | 3 | -3 | 8 | -3 | -15 | -25
O=C(NCc1ccc(F)cc1)c1cnc2sccn2c1=O | -4 | -12 | -8 | -1 | -2 | -11 | -7 | -12 | 7 | -9 | -21
CCc1ccccc1NC(=O)CCS(=O)(=O)c1ccc(Br)cc1 | -4 | -16 | 0 | 20 | -28 | -4 | 0 | 3 | x | -7 | 5
Cc1cc(C)c(-c2csc(NC(=O)C3=COCCO3)n2)cc1C | -24 | -7 | -3 | -16 | -53 | 3 | -2 | 7 | -4 | -26 | -30
CC(NC(=O)CCNC(=O)c1ccco1)c1ccccc1 (centres undefined) | -12 | -8 | -21 | -17 | -7 | -2 | 0 | -8 | 1 | -2 | -30
CCOC(=O)C1CCN(Cc2ccc(O)c(OC)c2)CC1 | 14 | 6 | 2 | 2 | -12 | 5 | 1 | 10 | -4 | -10 | 11
CC(NC(=O)c1ccccc1Cl)C(=O)OCc1cn2cc(Cl)ccc2n1 (centres undefined) | 12 | -14 | -6 | -37 | -5 | 5 | 3 | -10 | -4 | 2 | -18
Cn1cccc1C(=O)OCc1csc(-c2ccccc2)n1 | -155 | -12 | -3 | -110 | -85 | 13 | 11 | -42 | -20 | -42 | -74
CC1CN(C(=S)c2cccc([N+](=O)[O-])c2)CC(C)O1 (centres undefined) | 0 | 19 | -21 | 2 | -9 | -5 | 4 | x | 9 | 1 | x
CCOC(=O)c1nnn(CC(=O)N2N=C(c3cc(C)ccc3C)CC2c2ccc(OC)cc2)c1C(=O)OCC (centres undefined) | -3 | 8 | -1 | 1 | -16 | 20 | -13 | -1 | 3 | 18 | 28
Cc1ccc(C(=O)N2CCN(c3ccc(NC(=O)COc4ccccc4C)cc3)CC2)cc1 | 1 | 24 | 0 | 21 | 16 | 22 | -5 | 8 | -28 | -9 | 14
CC(C)(C)c1ccc(OCc2ccc(C(=O)N/N=C3\CC4CC=CC34)cc2)cc1 (centres undefined) | -44 | -76 | -2 | -27 | -26 | 21 | 5 | 8 | 3 | -20 | -5
NC(=O)CNc1ncc(C(F)(F)F)cc1Cl | -18 | 22 | 2 | 21 | -7 | -1 | 12 | -10 | 15 | -1 | 4
COc1ccc(N2CC(C(=O)NC3CC(C)(C)NC(C)(C)C3)CC2=O)cc1 (centres undefined) | -3 | 10 | -9 | -15 | 10 | 0 | -14 | 21 | -5 | 10 | -31
COc1cccc(/C=N/NC(=O)CSc2nnc(C)n2-c2ccccc2)c1O | 18 | -42 | 4 | 15 | 16 | 3 | 6 | 9 | 0 | 3 | 12
CCN(CC)Cc1c(-c2ccccc2)[nH]c2ccc(C)cc2c1=O | -2 | 2 | 1 | -4 | -10 | 4 | 8 | -17 | -13 | -3 | -14
Cc1noc(C)c1S(=O)(=O)N(CC(=O)NCCc1ccccc1)c1ccc(C(C)C)cc1 | 15 | -18 | -1 | 15 | 1 | 8 | 7 | 7 | -2 | 3 | -11
Cc1ccc(NC(=O)C2C3C=CC4(O3)C2C(=O)N(CCCN2CCCCC2)C4C(=O)NC2CCCCC2)cc1C (centres undefined) | -7 | -14 | 6 | -5 | -19 | -10 | -3 | -6 | 4 | -2 | 18
CC(=O)C(Cc1ccccc1)(Cc1ccccc1)C(C)=O | -16 | 16 | -6 | 5 | 3 | 1 | 5 | 15 | 15 | 4 | -4
Cc1sc2nc3n(c(=O)c2c1C)CCCCC3 | 6 | -15 | -5 | -18 | -29 | 21 | 5 | 1 | -12 | -8 | -21
O=S(=O)(c1ccc(Br)cc1Cl)N1CCCN(c2ccc(C(F)(F)F)cn2)CC1 | 4 | -3 | 1 | 17 | 10 | 15 | 11 | 8 | -11 | 6 | -8
Cc1ccc(C(C)C)c(OCCNC(=O)c2cncc(Br)c2)c1 | -6 | 6 | 15 | 6 | -4 | -2 | -4 | 19 | -7 | 4 | 11
Cc1cc(C(=O)OCC(=O)NCc2cccs2)c2ccccc2n1 | 25 | -1 | -7 | 3 | 10 | 12 | -8 | -2 | 1 | 10 | -11
CC(OC(=O)CCc1nc2ccccc2c(=O)[nH]1)C(=O)c1ccc(C(C)(C)C)cc1 (centres undefined) | 8 | -8 | -1 | 5 | -8 | 9 | -7 | -5 | -4 | -21 | 4
CC1(C)CC(=O)C2=C(C1)OC(N)=C(C#N)C2c1ccccc1OC(=O)N1CCOCC1 (centres undefined) | 12 | 0 | -9 | 8 | -55 | 2 | -6 | -4 | 2 | -5 | -11
Cc1cc(C)n2nc(SCc3cccc(S(=O)(=O)N(C)C)c3)nc2n1 | 5 | -7 | -3 | 6 | 7 | -9 | 2 | 11 | 4 | 9 | 3
Cc1cccc(C)c1OCCCN1CCOCC1 | 11 | -2 | -2 | -6 | -13 | 7 | -17 | x | -3 | 4 | x
CCN(C(=O)COC(=O)c1n[nH]c2ccccc12)c1ccccc1 | -1 | -2 | 7 | 10 | 1 | 9 | -5 | -13 | 4 | -7 | 13
COc1ccc2c(c1)c1nnc(SCC(=O)N3CCCCC3C)nc1n2C (centres undefined) | -14 | -4 | 8 | 14 | -8 | -17 | -3 | -6 | -8 | 2 | 2
O=C(Cc1ccccc1)NC(=S)Nc1cc(C(F)(F)F)ccc1Cl | 0 | 4 | 3 | 8 | -10 | 11 | -2 | 8 | x | -9 | -4
O=S(=O)(Oc1ccccc1N1CCCCC1)c1ccccc1 | -15 | -22 | -10 | -55 | -2 | 0 | -11 | 16 | -3 | -6 | -28
CCc1ccc(N(C(=O)c2csnn2)C(C(=O)NCc2ccccc2)c2ccco2)cc1 (centres undefined) | -5 | 0 | 4 | -2 | 1 | -1 | 6 | 5 | 4 | -6 | 11
CC(C)CC(=O)C1CCCN(C(=O)c2ccc3oc(Cc4ccccc4)nc3c2)C1 (centres undefined) | 12 | -24 | -3 | 11 | -1 | 4 | 2 | 9 | -2 | -1 | 14
COc1ccc(OC2C(=O)N(CCc3ccc(OC)c(OC)c3)C2c2ccc3c(c2)OCO3)cc1 (centres undefined) | 4 | 7 | 1 | 15 | 1 | -7 | -13 | 21 | -7 | -1 | 17
CC(C)(C)NC(=O)C(c1ccco1)N(Cc1ccc2c(c1)OCO2)C(=O)Cn1nnc2ccccc21 (centres undefined) | -7 | -6 | -9 | 16 | 12 | -3 | 3 | -10 | -18 | 9 | -5
CCCCn1c(N)c(N(CC)C(=O)c2ccncc2)c(=O)[nH]c1=O | -3 | -2 | -7 | -5 | -11 | -6 | 2 | -7 | 4 | 0 | -1
COc1ccccc1OCC(=O)Nc1ccc2c(c1)OCO2 | -49 | -42 | -5 | -41 | -38 | 8 | 5 | -10 | 12 | -8 | -27
COc1cc(CNc2ccccc2Oc2cc(=O)n(C)c(=O)n2C)cc(OC)c1OC | -26 | -3 | -4 | -15 | -6 | -2 | -1 | -32 | 33 | -1 | -16
CN1CC[C@@]2([C@@]34CCN(C)C3Nc3ccccc34)c3ccccc3NC12 (some centres undefined) | -11 | 7 | -2 | -17 | -10 | -9 | -3 | -9 | 14 | -7 | 2
Cc1cc(NC(=O)CSc2nc3ccccc3n2CC(=O)N2CCC(C)CC2)no1 | 11 | -16 | -7 | 4 | 1 | 3 | 0 | 14 | 7 | 4 | -21
COc1ccc(S(=O)(=O)NCC2CCCO2)cc1C(=O)O (centres undefined) | 3 | -25 | -3 | 0 | -27 | -15 | 4 | -12 | -1 | -9 | 2
Cc1nn(S(=O)(=O)c2ccc([N+](=O)[O-])cc2)c(C)c1Sc1ccccc1 | -17 | -21 | -6 | 12 | 6 | -4 | -5 | -2 | x | 1 | -2
COc1ccc(CCC(=O)Nc2cc(S(C)(=O)=O)ccc2Cl)cc1 | 2 | 1 | 1 | -4 | 0 | -7 | -7 | x | 6 | -4 | x
NS(=O)(=O)c1ccc(CNC(=O)Cc2ccsc2)cc1 | -4 | -4 | 0 | 5 | -31 | 15 | -2 | 1 | 16 | 3 | 12
Cc1ccc(NC(=O)c2cc3c(s2)CCC3)cc1S(=O)(=O)N1CCOCC1 | -11 | 37 | -3 | 5 | -4 | 12 | 7 | 5 | -19 | 6 | 17

Among those listed so far, these have an aryl thioether with sulfur outside any ring.
Molecule | NR5A2 inv ag | TROY signal inh | NOD2 RIPK2 PPI | NCOA3 inh | NCOA1 inh | TRAIL sens C8 | TLR9-MyD88 inh | NR2F2 inh | Vif imaging | EBV LMP1 NFkB | NCOA2 inhibitor
CC(C)(C)OC(=O)NCCc1nnc(SCc2ccc(Cl)cc2)o1 | 26 | 13 | -9 | 9 | 18 | 3 | -7 | -1 | -2 | 0 | -7
COc1ccc(C(=O)CSc2nccc(=O)[nH]2)cc1 | 0 | 8 | -7 | 0 | 0 | -4 | -9 | 4 | -2 | 1 | 13
COc1cccc(/C=N/NC(=O)CSc2nnc(C)n2-c2ccccc2)c1O | 18 | -42 | 4 | 15 | 16 | 3 | 6 | 9 | 0 | 3 | 12
Cc1cc(C)n2nc(SCc3cccc(S(=O)(=O)N(C)C)c3)nc2n1 | 5 | -7 | -3 | 6 | 7 | -9 | 2 | 11 | 4 | 9 | 3
COc1ccc2c(c1)c1nnc(SCC(=O)N3CCCCC3C)nc1n2C (centres undefined) | -14 | -4 | 8 | 14 | -8 | -17 | -3 | -6 | -8 | 2 | 2
Cc1cc(NC(=O)CSc2nc3ccccc3n2CC(=O)N2CCC(C)CC2)no1 | 11 | -16 | -7 | 4 | 1 | 3 | 0 | 14 | 7 | 4 | -21
Cc1nn(S(=O)(=O)c2ccc([N+](=O)[O-])cc2)c(C)c1Sc1ccccc1 | -17 | -21 | -6 | 12 | 6 | -4 | -5 | -2 | x | 1 | -2
